Bioassay records deposited in PubChem BioAssay by Sanford-Burnham Center for Chemical Genomics.
Mdm2 MdmX PPI – human Mdm2/MdmX binding inhibition; 3% of 330,000 active; SaOS-2 split-luciferase Mdm2/MdmX complementation, luminescence; O15151+Q00987; inhibition, % at 8 µM;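 active = inhibition of at least 50% at 8 µM in the primary screen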
CXCR6 block – CXCR6 (human) receptor inhibition | O00574 | CHO-K1 PathHunter CXCR6 beta-arrestin, luminescence | inhibition, % at 20 µM | 0.36% of 360,000 active; in the data active = inhibition above about 34%, passing the limit was not always enough;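 note: antagonist mode with CXCL16 agonist at 10 nM final; 0% = 10 nM CXCL16 with DMSO and 100% = unstimulated wells without agonist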
Target sequence (O00574 whole entry, looked up): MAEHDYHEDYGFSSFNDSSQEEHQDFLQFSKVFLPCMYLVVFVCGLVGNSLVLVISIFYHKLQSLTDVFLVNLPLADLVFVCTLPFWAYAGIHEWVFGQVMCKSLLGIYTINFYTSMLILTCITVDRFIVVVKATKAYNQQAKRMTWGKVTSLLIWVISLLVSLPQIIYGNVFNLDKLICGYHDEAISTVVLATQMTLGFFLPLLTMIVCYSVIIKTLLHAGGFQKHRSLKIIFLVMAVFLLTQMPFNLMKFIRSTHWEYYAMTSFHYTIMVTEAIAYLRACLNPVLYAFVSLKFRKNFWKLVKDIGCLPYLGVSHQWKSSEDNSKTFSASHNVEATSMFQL
UPR CHOP act – activators of apoptotic arm of unfolded protein response (CHOP). CHO-CHOP luciferase reporter, UPR activation, luminescence; percent of tunicamycin response over DMSO baseline. 0.34% of 330,000 active. activation, % at 10 µM;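 active = at 10 µM dose, activation of 40% or more, normalized to positive control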;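 note: 100% = tunicamycin at 10 µg/mL and 0% = DMSO alone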
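Dosing – one dose, 10 µM in 0.5% DMSO · System – CHO-CHOP cells, stable luciferase reporter of PERK-eIF2a-CHOP signalling · Input – 500 cells/well · Control set – tunicamycin 10 µg/mL final as positive, DMSO-only wells as negative · Timing – 6 h compound treatment, 37 °C · Measure – % activation vs tunicamycin · Technique – luminescence read with Steady-Glo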
tim23-1 inh – growth inhibitors of tim23-1 mutant yeast. 1.3% of 330,000 active. AID 463212. S. cerevisiae tim23-1 growth, BacTiter-Glo luminescence, 24 h. inhibition, % at 20 µM;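 active = growth inhibition of the mutant yeast at or above 50%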;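 note: temperature-sensitive mutant grown at 25 °C; plate controls were DMSO-treated mutant yeast for no effect and medium wells lacking yeast for full effect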
XBP1 UPR activ – activators of adaptive arm of unfolded protein response (XBP1). CHO-XBP1 luciferase reporter, IRE1-XBP1 UPR activation, luminescence; percent of tunicamycin response, DMSO as zero. activation, % at 20 µM. 0.33% of 330,000 active;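 active = versus positive control, 20 µM dose yields 30% or more activation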;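 note: 100% = tunicamycin at 10 µg/mL and 0% = DMSO only wells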
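incubation = overnight seeding at 37 °C, 6 h compound treatment at 37 °C | assay system = CHO-XBP1 cells stably carrying IRE1-XBP1-driven luciferase reporter | input = 1000 cells per well | detection = luciferase luminescence | dosing = single point, 20 µM final compound, 1% DMSO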
tim10-1 inh – growth inhibitors of tim10-1 mutant yeast; S. cerevisiae tim10-1 ts strain growth, BacTiter-Glo, 24 h; inhibition, % at 20 µM; 2.2% of 330,000 active;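 active = inhibition of at least 40%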;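 note: mutant grown at 25 °C; 0% = DMSO wells with yeast and 100% = wells holding no yeast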
TIM10 inh – inhibits growth of TIM10 yeast strain. S. cerevisiae TIM10 strain growth, BacTiter-Glo luminescence, 24 h. inhibition, % at 10 µM. 1.4% of 330,000 active. AID 463195;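 active = inhibition of 40% or more at the single tested concentration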;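 note: wild-type TIM10 isogenic control strain grown at permissive 25 °C; 0% = DMSO yeast wells and 100% = minimal medium wells without yeast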
APJ agonist – agonists of human APJ apelin receptor. 0.11% of 330,000 active. P35414. CHO-K1 APJ PathHunter beta-arrestin, luminescence; 0% DMSO wells, 100% apelin. activation, % at 20 µM;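 active = activation more than six SD over the plate average, tested at 20 µM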;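 note: 0% = DMSO alone and 100% = apelin-13 at 10 nM; some results filed as inactive read as strong as hits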
Target sequence (P35414 whole entry, looked up): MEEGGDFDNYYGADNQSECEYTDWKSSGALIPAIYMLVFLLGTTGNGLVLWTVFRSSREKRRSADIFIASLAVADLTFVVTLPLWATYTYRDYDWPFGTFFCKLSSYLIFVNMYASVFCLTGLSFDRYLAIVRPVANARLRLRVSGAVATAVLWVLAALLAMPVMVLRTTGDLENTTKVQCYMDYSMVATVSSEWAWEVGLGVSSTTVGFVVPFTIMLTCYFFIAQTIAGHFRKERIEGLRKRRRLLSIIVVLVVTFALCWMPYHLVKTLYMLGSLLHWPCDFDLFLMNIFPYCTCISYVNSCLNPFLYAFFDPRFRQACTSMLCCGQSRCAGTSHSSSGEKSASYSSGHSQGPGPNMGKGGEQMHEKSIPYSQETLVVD
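Incubation: overnight seeding, 90 min compound at 25 °C, 1 h detection; test system: PathHunter CHO-K1 APJ (AGTRL-1) beta-arrestin reporter cells; amount: 1000 cells/well; doses: one dose, 20 µM compound, 1% DMSO; measured by: beta-gal luminescence; measure: agonist-driven arrestin binding to APJ; benchmarks: negative DMSO alone, positive Apelin-13 at 10 nM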
APJ antag – APJ receptor antagonism | P35414 | CHO-K1 APJ beta-arrestin complementation, luminescence | inhibition, % at 20 µM | 0.32% of 330,000 active;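 active = inhibition above about 40% at 20 µM, limit read from the data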;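 note: cells challenged with 10 nM apelin-13 agonist together with compound; plate controls were apelin-13 plus DMSO wells for no effect and DMSO wells lacking apelin-13 for full effect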
* = called active by the depositor; · = no result given.

Structure,Mdm2 MdmX PPI,TIM10 inh,XBP1 UPR activ,APJ antag,tim10-1 inh,UPR CHOP act,tim23-1 inh,APJ agonist,CXCR6 block
Cc1ccc(C(=O)Cn2nc(C(=O)O)c3ccccc3c2=O)cc1C,7,-11,1,7,10,-0.3,16,-3,-2
Fc1ccc(-c2cc(C(F)(F)F)n3ncnc3n2)cc1,4,-6,-2,13,-1,-0.7,-1,-4,2
O=C(NC(Cc1ccccc1)C(=O)O)c1ccc(S(=O)(=O)N2CCCCC2)cc1 (stereo not drawn),6,-5,-1,-7,5,-1.5,10,-3,-4
COc1cccc(C(=O)NCCSc2ccc(F)cc2)c1,-27,15,5,6,1,4.4,5,-4,4
O=[N+]([O-])c1cc(/C=N/n2cnnc2)ccc1N1CCCC1,3,9,1,-2,19,1.3,2,-2,2
Cc1cc(C(=O)C(=O)N(C)C)c(C)n1-c1ccc(Cl)c(Cl)c1,18,1,2,3,33,0.3,11,-5,-2
O=C(CSc1nnc(-c2cccc(F)c2)o1)NC1CCCC1,-4,-18,1,-4,-11,-0.8,9,-2,0
C=CCn1c(SCC(=O)Nc2cccc3ccccc23)nc(O)c(CC)c1=O,-11,-8,-3,0,20,1.4,25,3,4
COCCN(CC(=O)Nc1ccccc1C)S(=O)(=O)c1ccc(S(=O)(=O)N2CCCC2)cc1,6,11,2,6,-3,-0.6,-5,1,-5
CCOC(=O)CCCCCC(=O)Nc1ccc2c(c1)CC(=O)N([C@@H](C)CO)C[C@H](C)[C@@H](CN(C)C(=O)Nc1ccc3c(c1)OCO3)O2,13,10,-1,-9,-2,0.1,15,-2,-6
S=C(NCCCc1ccccc1)Nc1ccccc1,4,23,-2,-1,29,1.6,47,-4,-6
CCCCC(=O)Nc1cc(C(=O)NCCc2ccccc2)ccc1Cl,-36,9,-1,14,17,0.2,14,-6,3
COc1ccc(NC(=O)Cn2nnc(-c3ccccc3F)n2)cc1,2,-4,0,1,-4,0.8,-2,-2,4
CC1(C)CC(=O)C2=C(C1)OC(=O)C2(NC(=O)c1cccs1)C(F)(F)F (stereo not drawn),6,-1,-2,0,10,-0.9,24,-1,4
O=S(=O)(c1ccc(F)cc1)N1CCN(C(=S)NC2CCCC2)CC1,-15,15,0,4,16,0.5,11,-2,-1
COc1ccc(S(=O)(=O)N(C)CC(=O)Nc2ccccc2C(F)(F)F)cc1Cl,9,-1,0,14,18,1.1,19,1,7
Cc1cc(C)nc(NC(=O)Nc2ccccc2C(F)(F)F)n1,23,11,4,-4,26,1.4,43,5,-2
CCCCn1c(N)c(N(CC)C(=O)c2c(CC)noc2C)c(=O)[nH]c1=O,-4,-11,-3,-6,-5,-2.2,-16,0,-13
CCCNC(=O)COC(=O)CCC(=O)c1cccs1,10,6,-3,1,10,-0.6,4,-2,3
Cc1cccc(C)c1NC(=S)N(c1ccccc1)C(C)C,0,10,-2,-13,38,-2.4,26,-1,-1
Cc1ccn(CC(=O)NC2CC(C)(C)Cc3c2cnn3-c2ccc(F)cc2)n1 (stereo not drawn),-7,11,-1,11,17,5.9,9,-2,1
CN(Cc1ccccc1)C(=O)COC(=O)c1cc(-c2ccc(Cl)s2)nc2ccccc12,13,8,0,6,12,1.6,9,1,9
Cc1ccc(C(=O)CSc2ncn[nH]2)cc1,3,2,4,2,14,4.1,9,-1,4
CCN(CC)CC(O)Cn1c(-c2ccccc2Cl)nc2ccccc21 (stereo not drawn),-2,5,-2,10,-3,1.1,1,-1,4
CCN1c2ccccc2-c2nc3ccccc3n2C1c1cccs1 (stereo not drawn),13,27,-1,-6,40*,2.6,38,-4,-3
CCn1nnc2cc(C(=O)O)ccc21,9,-1,-2,-21,-6,1.5,-7,-7,-13
COC(=O)c1cccc(NC(=S)Nc2ccccc2Cl)c1,4,-9,1,3,-5,-2.5,-2,-8,3
Cc1c(Cl)cccc1NC(CC(=O)c1ccccc1)C(=O)OCC(=O)c1cccs1 (stereo not drawn),-25,15,-3,25,13,-0.7,12,-2,9
Cc1cc(N/C=C(\C#N)S(=O)(=O)c2ccccc2Cl)nc(C)n1,-3,19,0,5,13,-1.8,7,0,-1
CCc1nc2ccc(C(=O)N3CCN(c4ccc(Cl)cc4)CC3)cc2nc1CC,26,27,-1,15,28,-0.7,24,4,-8
Cc1cc(C)nc(Nc2ccc(N3CCCC3)cc2)n1,-6,5,0,-7,17,-0.4,3,0,0
C#CCNC(=O)C1=C[C@H](c2csc3ccccc23)[C@@H](CCCO)[C@H](OCC)O1,29,3,2,22,9,0.4,9,-6,-2
c1ccc(-n2nc3ccccc3n2)cc1,-6,-2,4,2,15,4.5,4,6,-5
NC(=O)NC(=O)COC(=O)/C=C/c1cccs1,12,-15,-1,0,0,0.6,16,-1,-2
Cc1cc(NC(=O)c2cccs2)ccc1NC(=O)Cc1ccccc1,14,32,0,2,9,0.5,7,-5,0
CN1CCN(C(=O)c2cccc(NS(=O)(=O)c3ccc(Br)cc3)c2)CC1,22,3,-3,-2,-13,0.3,-7,-5,-7
COc1ccc(Cl)cc1C(=O)NNC(=S)NC(=O)/C=C/c1ccco1,36,11,5,22,9,-0.1,7,-1,30
COCc1nnc(NC(=O)c2ccccc2[N+](=O)[O-])s1,6,7,0,18,-6,2.2,10,-4,-2
Cc1cc(C)n(-c2ccn(Cc3ccc(Cl)cc3Cl)c(=O)n2)n1,16,16,1,0,40*,-2.1,43,-3,3
CCc1noc(C)c1C(=O)Nc1ccc(C(F)(F)F)cc1,14,1,-6,14,3,-0.3,-7,-1,2
COCCCN1C(=O)C(=O)/C(=C(/O)c2ccc(OC(C)C)cc2)C1c1ccncc1 (stereo not drawn),10,-1,-3,0,2,-0.9,1,3,-5
Cc1cccc(N(CC(=O)N2CCN(c3ccc(F)cc3)CC2)S(C)(=O)=O)c1C,-20,15,6,6,21,0.7,11,-4,4
N#CC1(P(=O)(c2ccccc2)c2ccccc2)CC1,24,-5,-1,7,-11,-0.8,-18,-3,-1
Cc1onc(-c2c(F)cccc2Cl)c1C(=O)Nc1nnc(-c2ccccc2)s1,17,-8,-3,7,8,0.2,4,4,10
CCOC(=O)N1CCN(C(=S)NC(=O)C2CCCC2)CC1,10,-12,-1,-9,14,-0.3,7,-5,1
Cc1nc(Nc2ccc(F)cc2)nc(Nc2ccc(F)cc2)c1[N+](=O)[O-],25,1,4,-6,8,0.0,0,-1,3
COc1ccc(C(=O)/C=C/Nc2ccc([N+](=O)[O-])cc2C)c(OC)c1,21,-20,9,-9,10,2.2,7,-3,-4
O=C(Nc1nccs1)c1ccc(Br)s1,-38,31,-2,16,33,3.9,64*,-3,13
Cc1ccc(OCCC(=O)NNC(=O)c2cc(C)oc2C)cc1,2,0,-2,-53,6,-1.8,14,11,-10
COc1ccccc1C(=O)NCc1nnc(SCC(=O)Nc2nccs2)n1C,18,2,-4,-4,-6,-1.4,-8,-2,1
O=C(c1ccc(Cl)cc1)N(Cc1ccco1)C1CCS(=O)(=O)C1 (stereo not drawn),16,-5,-1,2,5,1.0,5,-1,-8
CC(C)CC(=O)c1c[nH]c(C(=O)NCC2CCCO2)c1 (stereo not drawn),-5,6,-1,1,9,-0.5,6,5,-11
CCOC(=O)Nc1sc(C(=O)N(CC)CC)c(C)c1C(=O)OCC,12,20,0,6,22,0.6,28,-5,2
CCc1ccccc1N1CC23C=CC(O2)C(C(=O)OC)C3C1=O (stereo not drawn),4,6,0,-57,-8,-1.4,-13,-4,-3
Cc1ccc(CNC(=O)c2ccc(NS(=O)(=O)c3cccs3)cc2)cc1,8,-15,-5,7,-9,0.8,10,1,-4
CC(C)=CC(=O)OCC(=O)Nc1cc(C)cc(C)c1,-15,8,1,5,22,-1.3,1,-2,2
CC(C)(C)OC(=O)C[C@@H]1C/C=C\C[C@@H](CC(=O)NCCO)C(=O)N2CCC[C@H]2COC1=O,7,1,1,1,7,-2.3,11,-2,-13
O=C(Nc1cccc(Cl)c1)C1CCCN(C2=NS(=O)(=O)c3ccccc32)C1 (stereo not drawn),16,0,-5,21,-7,-0.1,4,3,5
c1nnc(NC2=NCCC2)s1,4,-10,0,2,1,-2.5,3,0,-23
CC(C)c1nnc(NC(=O)CCC(=O)N2CCN(c3ccc(F)cc3)CC2)s1,3,-8,-9,10,1,2.0,-1,1,-11

Next results
Structure,Mdm2 MdmX PPI,TIM10 inh,XBP1 UPR activ,APJ antag,tim10-1 inh,UPR CHOP act,tim23-1 inh,APJ agonist,CXCR6 block
CCOC(=O)C1=CN(Cc2cccc(F)c2)S(=O)(=O)N(C)C1c1ccc(F)c(Cl)c1 (stereo not drawn),37,2,-4,·,18,-0.1,40,·,8
CCn1c(CNS(=O)(=O)c2ccc(Br)cc2)n[nH]c1=S,8,9,-4,2,-6,0.2,0,19,6
COc1ccc(/C=N/NC(=O)c2ccc(N(C)S(=O)(=O)c3ccccc3)cc2)cc1OC,22,3,-1,-4,10,-0.2,11,0,-13
COc1ccc(CN(C)Cc2cc(=O)n3ccsc3n2)c(OC)c1OC,3,-19,-2,4,-3,2.0,-6,-3,-3
O=C(CCC(=O)N1CCN(c2ccc(C(F)(F)F)cn2)CC1)c1cccs1,1,2,-4,8,7,-2.1,8,-1,-1
COC(=O)C1=C(C)N(C)C(C)=C(C(=O)OC)C1c1ccsc1,11,6,5,9,25,1.4,8,2,3
CCOc1ccc(/C=C/C(=O)Nc2cccc(C(C)=O)c2)cc1,-36,-4,-2,-10,-23,4.4,-23,1,4
Cc1c(C(=O)NCc2ccoc2)oc2ccc3c(c12)C(=O)CC(C)(C)O3,-109,38,6,-18,30,4.1,52*,-3,-3
O=C(c1cc(Cl)ccc1OCc1ccccc1)N1CCOCC1,-22,12,2,20,1,1.4,19,1,-3
Cc1cc2oc(=O)cc(Cn3ncc(Cl)c(Cl)c3=O)c2cc1Cl,96*,22,-8,24,18,1.9,44,-1,31
CCN(CC(=O)NCc1ccc(Cl)cc1)C(=O)C(C)Sc1ccccc1 (stereo not drawn),4,-9,-3,10,24,4.1,18,0,2
COc1ccc(CNC(=O)CN(C(=O)c2snc(C(N)=O)c2N)c2ccc(OC)c(OC)c2)cc1,4,-13,-2,5,-9,0.9,1,1,-3
O=S(=O)(Nc1nc2ccccc2nc1-[n+]1cccc(N=C([O-])c2ccc(Cl)cc2)c1)c1ccccc1,11,3,-3,-3,-10,2.5,32,0,·
CNC(=O)COC(=O)c1cc(-c2ccccc2)nn1-c1ccccc1,15,-18,-3,8,29,1.1,12,-1,5

These rows are one share of the data; the hit share may differ from the screen's.
